High-throughput results: PubChem BioAssay, several laboratories
M. tuberculosis GlmU: inhibition of mycobacterial GlmU enzyme – biochemical, glucosamine-1-phosphate acetyltransferase (AID 1376); M. tuberculosis GlmU acetyltransferase enzyme assay; higher % means a stronger effect; one-dose inhibition, %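 (tested at 30 µM in the primary screen)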; IC50 in µM for titrated hits; 220,000 compounds, 0.25% hits; in the data active = inhibition above about 13%;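 note: 0% = complete reaction with vehicle and 100% = reaction without substrate; strong numbers were not always called active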
Mtb RmlCD inh: blocks M. tuberculosis RmlC and RmlD coupled enzymes; P9WH09+P9WH11; RmlC+RmlD coupled enzyme assay, percent inhibition; primary screen in compound mixtures; inhibition, % at 3.6 µM; 160,000 compounds, 0.03% hits; in the data active = inhibition mostly above about 34%, no sharp cut-off; note: some results filed as inactive read as strong as hits
Target sequence (P9WH09 whole entry, looked up): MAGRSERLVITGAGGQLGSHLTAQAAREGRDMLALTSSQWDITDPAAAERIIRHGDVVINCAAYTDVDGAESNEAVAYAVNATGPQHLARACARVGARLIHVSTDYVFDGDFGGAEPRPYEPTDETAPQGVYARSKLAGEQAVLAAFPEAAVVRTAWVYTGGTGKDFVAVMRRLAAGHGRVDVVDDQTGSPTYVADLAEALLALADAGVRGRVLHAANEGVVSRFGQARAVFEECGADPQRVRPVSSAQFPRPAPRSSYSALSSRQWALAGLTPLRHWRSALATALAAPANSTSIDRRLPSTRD
Target sequence (P9WH11 whole entry, looked up): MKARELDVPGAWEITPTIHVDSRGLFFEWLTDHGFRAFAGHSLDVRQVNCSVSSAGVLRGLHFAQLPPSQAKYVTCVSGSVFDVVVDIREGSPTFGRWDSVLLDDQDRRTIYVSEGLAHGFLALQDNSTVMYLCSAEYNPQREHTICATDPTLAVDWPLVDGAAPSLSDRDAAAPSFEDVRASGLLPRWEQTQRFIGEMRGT
The depositor's hits bear a star; & = joins results of further samples. A portion of the library (hit frequency here may not be typical).

Results for Cc1cc(-c2ccccc2)nnc1NCCN1CCOCC1 ?
M. tuberculosis GlmU: 3.1%

How did Cc1cc(Nc2cc(N3CCN(C)CC3)nc(Sc3ccc(NC(=O)C4CC4)cc3)n2)n[nH]1 do in these assays?
M. tuberculosis GlmU: 1.5%

What do the screens show for `CC1COc2c(N3CCN(C)CC3)c(F)cc3c(=O)c(C(=O)O)cn1c23` (stereo not given)?
M. tuberculosis GlmU: 4.2%

How did CN1CCN(CCC(=O)N2c3ccccc3Sc3ccc(C(F)(F)F)cc32)CC1 do in these assays?
M. tuberculosis GlmU: -0.1%

How did COc1ccc(/C=C/C(=O)Nc2ccccc2C(=O)O)cc1OC do in these assays?
M. tuberculosis GlmU: -4.5%; Mtb RmlCD inh: 6.4

Results for COc1ccc(C(=O)NCc2ccc(OCCN(C)C)cc2)cc1OC ?
M. tuberculosis GlmU: 5.0%

Results for O=C(CCNNC(=O)c1ccncc1)NCc1ccccc1 ?
M. tuberculosis GlmU: 3.4%

Results for Cc1c(NC(=O)c2cccnc2)c(=O)n(-c2ccccc2)n1C ?
M. tuberculosis GlmU: 1.0%; Mtb RmlCD inh: 4.0

What do the screens show for `CC(=O)NC(Cc1ccccc1)C(=O)O` (stereo not given)?
M. tuberculosis GlmU: 0.9%; Mtb RmlCD inh: 40.6

What do the screens show for `C=C[C@@H]1CN2CCC1C[C@@H]2[C@@H](O)c1ccnc2ccc(OC)cc12` (stereo not given in full)?
M. tuberculosis GlmU: -4.1%

Taken from the entries so far (two entries):
How did COc1ccc(/C=C/C(=O)Nc2ccccc2C(=O)O)cc1OC do in these assays?
M. tuberculosis GlmU: -4.5%; Mtb RmlCD inh: 6.4

Results for COc1ccc(C(=O)NCc2ccc(OCCN(C)C)cc2)cc1OC ?
M. tuberculosis GlmU: 5.0%

The listing picks up, starting three compounds before the break.
Results for Cc1c(NC(=O)c2cccnc2)c(=O)n(-c2ccccc2)n1C ?
M. tuberculosis GlmU: 1.0%; Mtb RmlCD inh: 4.0

What do the screens show for `CC(=O)NC(Cc1ccccc1)C(=O)O` (stereo not given)?
M. tuberculosis GlmU: 0.9%; Mtb RmlCD inh: 40.6

What do the screens show for `C=C[C@@H]1CN2CCC1C[C@@H]2[C@@H](O)c1ccnc2ccc(OC)cc12` (stereo not given in full)?
M. tuberculosis GlmU: -4.1%

How did CC1(C)Cc2c(sc(NC(=S)NC(=O)c3ccccc3)c2C(=O)O)CO1 do in these assays?
M. tuberculosis GlmU: -4.1%; Mtb RmlCD inh: 10.4

How did O=C(c1ccc(F)cc1)C1CCN(CCn2c(=O)[nH]c3ccccc3c2=O)CC1 do in these assays?
M. tuberculosis GlmU: -1.9%

How did c1ccc(CN(CC2=NCCN2)c2ccccc2)cc1 do in these assays?
M. tuberculosis GlmU: -1.6%&0.1%

How did COc1ccccc1N1CCN(CCCNc2cc(=O)n(C)c(=O)n2C)CC1 do in these assays?
M. tuberculosis GlmU: 1.9%; Mtb RmlCD inh: -11.1

Results for CC(COc1ccccc1)NC(C)C(O)c1ccc(O)cc1 (stereo not given) ?
M. tuberculosis GlmU: 2.6%

How did CC[n+]1c(C)sc2cc(OC)ccc21 do in these assays?
M. tuberculosis GlmU: 2.9%; Mtb RmlCD inh: -7.6

Results for CCCn1cnc2c1c(=O)n(CCCCC(C)=O)c(=O)n2C ?
M. tuberculosis GlmU: -1.7%

How did COc1cc2c(cc1OC)C(=O)C(CC1CCN(Cc3ccccc3)CC1)C2 (stereo not given) do in these assays?
Mtb RmlCD inh: 13.7

What do the screens show for `CC[N+](C)(CC)CCOC(=O)C(O)(c1ccccc1)C1CCCCC1` (stereo not given)?
M. tuberculosis GlmU: -2.2%

How did CCOc1ccc(C(=O)OCCN(CC)CC)cc1 do in these assays?
M. tuberculosis GlmU: -0.6%; Mtb RmlCD inh: 6.9

Ordered by count of non-hydrogen atoms (high to low): part of the list above.
How did O=C(c1ccc(F)cc1)C1CCN(CCn2c(=O)[nH]c3ccccc3c2=O)CC1 do in these assays?
M. tuberculosis GlmU: -1.9%

What do the screens show for `CC[N+](C)(CC)CCOC(=O)C(O)(c1ccccc1)C1CCCCC1` (stereo not given)?
M. tuberculosis GlmU: -2.2%

Results for CC(COc1ccccc1)NC(C)C(O)c1ccc(O)cc1 (stereo not given) ?
M. tuberculosis GlmU: 2.6%

(list continues)
What do the screens show for `Cc1ccc(CN2CCN(Cc3cccc4nccnc34)CC2CCO)cc1` (stereo not given)?
M. tuberculosis GlmU: -6.9%

What do the screens show for `O=C(NCCc1c[nH]c2ccccc12)c1cccnc1`?
M. tuberculosis GlmU: -2.5%

What do the screens show for `c1ccc(CC2=NCCN2)cc1`?
M. tuberculosis GlmU: 0.1%; Mtb RmlCD inh: 104.0

Results for NC(=O)c1cccc(-c2cc(Nc3ccc(OC(F)(F)F)cc3)ncn2)c1 ?
M. tuberculosis GlmU: -2.9%

Results for C1CCC(C(CC2CCCCN2)C2CCCCC2)CC1 (stereo not given) ?
M. tuberculosis GlmU: -7.7%

By substructure: the compounds so far containing sulfur (four)
How did Cc1cc(Nc2cc(N3CCN(C)CC3)nc(Sc3ccc(NC(=O)C4CC4)cc3)n2)n[nH]1 do in these assays?
M. tuberculosis GlmU: 1.5%

How did CN1CCN(CCC(=O)N2c3ccccc3Sc3ccc(C(F)(F)F)cc32)CC1 do in these assays?
M. tuberculosis GlmU: -0.1%

How did CC1(C)Cc2c(sc(NC(=S)NC(=O)c3ccccc3)c2C(=O)O)CO1 do in these assays?
M. tuberculosis GlmU: -4.1%; Mtb RmlCD inh: 10.4

How did CC[n+]1c(C)sc2cc(OC)ccc21 do in these assays?
M. tuberculosis GlmU: 2.9%; Mtb RmlCD inh: -7.6
